Nrf2 activator = activators of Nrf2 (ARE) signaling. AID 624171. AREc32 ARE-luciferase reporter (MCF7-derived line), luminescence, 24 h. Potency, µM (highest dose often 46.1 µM), inactives show at the highest dose activation, hits mostly activators. hit rate 0.31% among 410,000; note: potency is the fitted concentration of half-maximal effect; % of control where 0% means no effect; nearly all actives have a fitted effect of over 65% in size
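ARE-driven firefly luciferase activity in AREc32 cells measured after a 24 hr compound exposure at 37 deg C, using Steady-Glo reagent and a 30 min room-temperature hold.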
Nrf2 inh = Nrf2 pathway inhibition. A549 ARE-Fluc reporter, luciferase luminescence, 18-24 h. Potency, µM (doses to about 46 µM), without a hit: at the top dose activity change, negative = inhibition, hits mostly inhibitors. hit rate 2.1% among 360,000. AID 504444; note: potency is the fitted concentration of half-maximal effect; % is set by controls: 0 for no effect and ±100 for the full control effect; nearly all actives have a fitted effect of over 60% in size
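A549 ARE_Fluc cells, 5000/well, 5% FBS OPTI-MEM; compounds in dose-response, 18-24 h at 37 °C/5% CO2; CellTiter-Fluor viability read (Ex 405/Em 525), then BugLite luciferase luminescence = Nrf2 activity.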
TGFb inhibitor = inhibitors of TGF-b signaling. Potency, µM (doses to about 46.1 µM), without a hit: top-dose activity, negative = inhibition, most hits filed as inhibitors. HepG2 CAGA-GFP TGF-b/SMAD3 reporter, GFP fluorescence, 18 h; TGF-beta stimulated, 500 pg/mL final. AID 588855. hit rate 1.2% among 410,000; note: potency is the fitted concentration of half-maximal effect; % is set by controls: 0 for no effect and ±100 for the full control effect; nearly all actives have a fitted effect of over 65% in size
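HEPG2 CAGA-GFP reporter cells (1000/well, DMEM with 1% FBS) received compounds, then recombinant TGF-beta at 500 pg/mL final for 18 hours at 37 degrees C. Per-cell GFP summed per well was normalised to unstimulated and stimulated DMSO controls before curve fitting.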
Akt phos inh = blocks phosphorylation of Akt | AID 651550 | Neuro2A IGF-stimulated pAkt S473 HTRF, 20 min; stronger effect = lower value | hit rate 0.32% among 360,000 | activity change, % for hits at 50 µM; in the data active = activity change below about -80%; inconclusive = mostly about -51% to -80%; note: % is set by controls: 0 for no effect and ±100 for the full control effect
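Neuro2A cells in DMEM with 0.5% FBS, overnight at 37 deg C, given compound at single 50 µM final, then IGF (6 nM final) for 20 min at 37 deg C. Lysed; phospho-Akt Ser473 by HTRF after 24 h, 665/615 ratio.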
HepG2 tox = HepG2 cytotoxicity, counter-screen for TGF-b inhibitors | HepG2 CAGA-GFP viability, ATP luminescence, 18 h | Potency, µM (titrated, usually from 46.1 µM), inactives show at the highest dose activity change, negative = cytotoxicity, hits mostly cytotoxic | hit rate 0.76% among 410,000; note: potency is the fitted concentration of half-maximal effect; some results filed as inactive show a strong effect at the top dose
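HepG2 CAGA-GFP cells (1000/well, DMEM with 1% FBS) received compound, then TGF-beta at 500 pg/mL final, and were incubated 18 hours at 37 degrees C. Viability was read by CellTiter-Glo luminescence. Media-only wells were set as complete cell-killing and DMSO as no toxicity.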
MmCpn inh = blocks the Methanococcus maripaludis chaperonin Mm-Cpn | purified Mm-Cpn ATPase, ADP Transcreener TR-FRET | Potency, µM (highest dose often 76.9 µM), for inactives: top-dose activity, negative = inhibition, actives largely listed as inhibitors | hit rate 0.031% among 330,000; note: potency is the fitted concentration of half-maximal effect; % is set by controls: 0 for no effect and ±100 for the full control effect; nearly all actives have a fitted effect of over 80% in size
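Compound-treated chaperonin, 25 nM final, turns over 10 uM ATP at 37°C for 30 min following a 10 min preincubation; ADP generated competes with ADP-d2 for Eu-cryptate antibody, lowering FRET.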
Abeta yeast res = restores growth of yeast expressing A-beta42 peptide; yeast expressing A-beta42, growth rescue, OD600, 48 h; response scale: 0% DMSO, 100% iron-clioquinol control; Potency, µM (titrated, usually from 46.1 µM), for the others: at the highest dose growth rescue, hits mostly activators; hit rate 0.063% among 410,000; AID 1347071; note: potency is the fitted concentration of half-maximal effect; nearly all actives have a fitted effect of over 55% in size
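Yeast A-beta toxicity model in growth medium with pinned compounds, 48 h at 30 C; growth read as absorbance at 600 nm. Normalized to FeCl3/clioquinol equimolar mix (positive) and DMSO (negative).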
CCT modulator = cytosolic chaperonin activity modulation; activity change, % (test concentration not listed), hits read low; purified chaperonin ATPase assay, HTRF ADP detection, 30 min; hit rate 0.3% among 360,000; in the data active = activity change below about -30%; note: % is set by controls: 0 for no effect and ±100 for the full control effect
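First, chaperonin was dispensed at 40 nM or 20 nM final depending on batch activity. Next, compounds were pinned at 76 uM and ATP added at 10 uM. After 30 min at 37 °C, ADP detection reagents ran 30 min at ambient temperature.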
A549 viability = counter-screen for Nrf2 inhibitors: cytotoxicity in A549 cells | A549 ARE-Fluc cells, CellTiter-Fluor viability, 18-24 h | Potency, µM (top dose mostly 46 µM), inactives show at the highest dose activity change, negative = cytotoxicity, hits mostly inhibitors | hit rate 0.16% among 390,000; note: potency is the fitted concentration of half-maximal effect; % is set by controls: 0 for no effect and ±100 for the full control effect
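A549 ARE_Fluc cells in 5% FBS OPTI-MEM were exposed to compounds in concentration-response for 18-24 h at 37 deg C. Viability was read by CellTiter-Fluor fluorescence (Ex 405/Em 525) after 30 min, before the luciferase read.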
* = called active by the depositor; i = inactive; ? = inconclusive; nt = not tested or not shown; & = joins results of further samples; [ ] = remark or other dose. Unless noted, calls come from the whole dose curve; as a rule, active = well fitted curve in the direction sought with a large enough effect; inconclusive = small, poorly fitted or top-dose-only effect, or another doubt; inactive = no such curve, though single readings can be large; an effect the other way counts as inactive or inconclusive.

SMILES | Nrf2 activator | Nrf2 inh | TGFb inhibitor | Akt phos inh | HepG2 tox | MmCpn inh | Abeta yeast res | CCT modulator | A549 viability
COc1cccc(NC(=O)CC2C(=O)OCCN2Cc2ccccc2)c1 (stereo not given) | 16% | ? | -1% | nt | -3% | nt | -53%[inhibitor] | nt | 6%
CCOC(=O)c1c(C)[nH]c(C(=O)COC(=O)c2ccc(N3CCCC3=O)cc2)c1C | 0.3% | 8% | 1% | i | -21% | 2% | -3% | -3.1 | -2%
O=C(O)CCCn1cc(NC(=O)COc2ccccc2F)cn1 | 0.2%&4.0% | -15% | 7%&-3% | i | 7%&-15% | -6% | 11%&-6% | -1.2 | 0%&-2%
CCc1ccc(NC(=O)Cn2cnc3sc(C)c(S(=O)(=O)N4CCN(c5ccccc5OC)CC4)c3c2=O)cc1 | 0.2% | 9%[9.27 µM] | ? | nt | -2% | nt | -24% | nt | 5%
Cc1ccc(-c2c[n+](CC(=O)N3c4ccccc4Sc4ccccc43)c3n2CCC3)cc1 | 4.1% | -17% | 0% | i | -16% | 1% | -7% | -2.7 | 10%
CC(=O)N1N=C(c2ccc(C)o2)CC1c1ccc(Br)cc1 (stereo not given) | 3.4% | ? | -2% | i | -10% | 0% | -49%[inhibitor] | -2.5 | 17%
Cc1cc(=O)n2nc(N3CCCC(C(=O)NCc4ccc(F)cc4)C3)sc2n1 (stereo not given) | 0.1% | 12% | -1% | i | 4% | 0% | -5% | -1.9 | -1%
COc1cccc(N(C(=O)C2CSC(=O)C2)C(C(=O)NC(C)(C)C)c2ccncc2)c1 (stereo not given) | 0.4% | 12% | -3% | i | -7% | 1% | -5% | -2.1 | 0%
O=C(Nc1cccc(F)c1)c1cc(S(=O)(=O)NCCC2=CCCCC2)ccc1F | 4.9% | ? | ? | i | 14µM* | 2% | 12% | 0.4 | -5%
COc1ccc(C)cc1NC(=O)CN(C)S(=O)(=O)c1cccs1 | -0.7% | nt | -30% | i | -20% | 2% | 11% | -1.1 | 2%
N#Cc1ccc(NC(=O)N2CCC(c3nc4c(nnn4Cc4cccc(Cl)c4)c(=O)[nH]3)CC2)cc1 | -0.4% | ? | -23% | i | -24% | 2% | 18% | -3.9 | -2%[1.84 µM]
COc1cc2ccc(=O)oc2c(O)c1OCC=C(C)C | 18% | 8% | 2% | i | -12% | -3% | 14% | 0.5 | ?
CNCC[C@@H](Oc1ccccc1C)c1ccccc1 | -1.3% | 3% | 7% | i | -26% | nt | 12% | -1.2 | -3%
COc1cc(C(=O)Nc2ccc3c(c2)Cc2cc(NC(=O)c4cc(OC)c(OC)c(OC)c4)ccc2-3)cc(OC)c1OC | 0.2% | ? | -4% | i | -30% | 3% | 16% | 0.7 | -7%
O=C(NCc1cccnc1)c1ccc(NS(=O)(=O)c2ccc(F)cc2)cc1 | -0.1% | -19% | 3% | i | -2% | 1% | 2% | 2.5 | 8%
CCN(CC)S(=O)(=O)c1cc(NC(=O)c2ccc(Br)s2)ccc1C | 3.2% | -28% | -27% | i | -11% | -22% | 4% | -0.8 | 12%
CCOc1ccc(N(CC(=O)NCCSc2ccccn2)S(=O)(=O)c2ccc(Cl)cc2)cc1 | 3.2% | ? | 10% | i | -17% | 1% | -7% | 2.0 | -19%
CC(C)CC(=O)NC(=S)NCc1ccccc1 | 1.9% | -6% | -11% | i | 6% | 0% | ? | -4.8 | 4%
O=C1C(Nc2ccccc2)=CC(c2ccc(Br)cc2)N1c1ccccc1 (stereo not given) | -1.1% | 0% | 2% | nt | 2% | nt | 13% | nt | 0%
CCCC12CN3CC(C)(CN(C1)C3c1ccccc1Cl)C2=O (stereo not given) | 0.4% | -13% | 0% | nt | -9% | nt | -4% | nt | 5%
CC(C)C(=O)NC(=S)Nc1ccc(S(=O)(=O)NC(C)(C)C)cc1 | -0.4% | nt | 15% | i | 44% | 0% | 24% | -1.5 | -3%
CC1CCN(C(=O)Cn2nnc(-c3ccc(C(C)C)cc3)n2)CC1 | 3.6% | -14% | -13% | i | -6% | -2% | 8% | 2.7 | 0%
C[n+]1ccn(CC(=O)c2ccc(Cl)cc2)c1 | 0.0%[9.22 µM] | ? | 0% | i | 2% | 0% | 19% | -2.0 | 0%
COc1cc(Cl)ccc1OCc1cc(C(=O)NCCCN2CCCC2=O)no1 | -0.5% | 8% | -1% | i | -16% | 1% | 17% | -0.3 | 0%
CC(O)CN1CCN(C(=O)CN2C(=O)NC(c3ccccc3)(c3ccccc3)C2=O)CC1 (stereo not given) | -0.1% | -14% | 0% | i | -12% | -1% | -1% | 0.5 | -1%

The listing continues.
SMILES | Nrf2 activator | Nrf2 inh | TGFb inhibitor | Akt phos inh | HepG2 tox | MmCpn inh | Abeta yeast res | CCT modulator | A549 viability
COc1cc(OC)cc(-c2n[nH]c(=S)n2-c2ccc3c(c2)OCCO3)c1 | 3.3% | ? | -9% | i | -10% | 0% | -4% | -2.1 | -17%
Cc1cc(Br)ccc1NC(=O)C1CCN(S(=O)(=O)c2cnc[nH]2)CC1 | -0.3% | -17% | 24% | i | 14% | 2% | -2% | 1.3 | -5%
COCCN(C(=O)C(F)(F)F)C(C(=O)NC1CCCCC1)c1ccco1 (stereo not given) | -0.7% | 11% | 12% | i | -3% | 1% | 18% | -0.3 | -2%
Cc1ccc2c(c1)NC(=O)C(CC(=O)Nc1ccc(CN3CCC(C)CC3)cc1)O2 (stereo not given) | 0.7% | 3% | -11% | i | -37% | 2% | -4% | 0.5 | 16%
CCOC(=O)Nc1ccc2c(c1)N(C(=O)CCCl)c1ccccc1[S@]2=O | ? | 12% | 7.1µM* | i | 13µM* | 0% | 5% | -0.6 | 10%
Cc1ccc(COc2coc(CO)cc2=O)cc1 | 0.3% | 5% | 6% | i | 15% | -1% | 13% | -0.5 | -8%
CCc1sc(-c2cc3ccc(O)cc3oc2=O)nc1-c1ccc(C)cc1 | nt | 3% | 72%[activator] | nt | 1% | nt | nt | nt | ?
O=C(Nc1cc2c(ccc3ccccc32)oc1=O)C1CCCCC1 | 0.3% | 5% | -14% | i | 4% | -1% | 3% | -1.9 | -14%[1.84 µM]
CCn1c(C(=O)NC2CCC(C)CC2)cc2sccc21 (stereo not given) | 4.7% | ? | -2% | nt | -2% | 0% | -8% | -80* | -1%
COc1ccc(C(=O)NC2(C(F)(F)F)N=C3SCCN3C2=O)cc1 (stereo not given) | -0.9% | 8% | 2% | i | -1% | 1% | 12% | -0.7 | -15%
Cc1ccc(S(=O)(=O)N(C)c2ccc(OC(=O)CN3C(=O)NC4(CCCC4)C3=O)cc2)cc1C | -0.8% | -22% | 0% | i | -10% | 2% | 0% | -2.0 | 9%
CC1CCN(C(=O)CSc2nc3[nH]ncc3c(=O)[nH]2)CC1 | 0.0% | 19% | -2% | i | 8% | 0% | -9% | 0.1 | 1%
COc1ccc(NC(=O)CSc2nnc(-c3ccc(OC)cc3)s2)cc1 | -0.5% | nt | 2% | nt | -54% | nt | -6% | nt | 15%
CC(C)(C)c1ccc(C(=O)O)c(C(=O)c2ccccc2)c1 | 0.3% | -2% | -5% | i | -1% | 1% | 11% | -0.6 | 2%
Cc1ccsc1/C=N\NC(=O)CC(=O)NCc1ccccc1 | 4.4% | -12% | 6% | i | 7% | -1% | -4% | 0.6 | 5%
Cn1c(SCC(=O)N2CCCc3ccccc32)nnc1-c1ccccc1 | 0.1% | 6% | 17% | i | -17% | 0% | -10% | 2.3 | 0%
CC1CC(C)CN(C(=O)CCC(=O)Nc2nnc(C(C)C)s2)C1 (stereo not given) | 0.4% | -2% | -4% | i | -37% | -10% | 9% | -0.2 | 2%
COC(=O)c1c(C)nc2c(c(SC)nn2-c2ccccc2)c1N | -0.9% | -1% | 43%[activator] | nt | -5% | -3% | -6% | 1.6 | 0%
N#Cc1c(Cl)cccc1N1CCSCC1 | 0.4% | nt | ? | i | 2% | nt | 25% | -1.9 | nt
O=C(Nc1ccc(F)cc1F)c1ccc(COc2c(F)c(F)cc(F)c2F)o1 | 2.0% | 5% | -8% | i | -2% | 0% | -21% | -10 | -4%
COc1ccc(C(NC(=O)c2c(F)c(F)c(F)c(F)c2F)c2ccccc2)cc1 (stereo not given) | 5.5% | ? | -3% | i | -16% | -15% | 34% | 0.1 | -17%
O=C(NCc1cccnc1)c1ccc(CN2CCc3ccccc3C2)cc1 | -0.3% | ? | 6% | i | -12% | -1% | -3% | -0.5 | -3%
COc1ccc(C(=O)OCC(=O)Nc2ccc([N+](=O)[O-])cc2OC)c(O)c1 | -0.7% | -2% | 5% | i | -2% | -2% | 1% | -1.1 | -6%
COc1cc(/C=N/n2c(C3CCCCC3)n[nH]c2=S)cc(Br)c1O | 4.0% | 1% | -18% | i | -9% | 0% | 18% | 1.4 | -7%

Reprinted at random: 4 compounds from above.
SMILES | Nrf2 activator | Nrf2 inh | TGFb inhibitor | Akt phos inh | HepG2 tox | MmCpn inh | Abeta yeast res | CCT modulator | A549 viability
CCc1ccc(NC(=O)Cn2cnc3sc(C)c(S(=O)(=O)N4CCN(c5ccccc5OC)CC4)c3c2=O)cc1 | 0.2% | 9%[9.27 µM] | ? | nt | -2% | nt | -24% | nt | 5%
Cc1ccc2c(c1)NC(=O)C(CC(=O)Nc1ccc(CN3CCC(C)CC3)cc1)O2 (stereo not given) | 0.7% | 3% | -11% | i | -37% | 2% | -4% | 0.5 | 16%
COc1cccc(NC(=O)CC2C(=O)OCCN2Cc2ccccc2)c1 (stereo not given) | 16% | ? | -1% | nt | -3% | nt | -53%[inhibitor] | nt | 6%
CCc1sc(-c2cc3ccc(O)cc3oc2=O)nc1-c1ccc(C)cc1 | nt | 3% | 72%[activator] | nt | 1% | nt | nt | nt | ?
